# High-throughput results (PubChem)
# INS-1E GSIS act – GLuc luminescence reporter in INS-1E cells, primary screen for activators of glucose-dependent secretion of insulin | hit rate 0.61% among 370,000 | INS-1E GLuc reporter insulin secretion, 2-3 h | activation, % at 16.6 µM;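 active = lowest replicate activation of at least 40%, so every replicate reaches that level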;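 also: 0% = median of neutral control wells and 100% = median of IBMX positive control wells; some compounds called inactive have numbers as strong as hits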
# CFTR F508del cor – F508del CFTR correction, initial screen, CFBE line, single point. AID 720511, 2013. CFBE cells, YFP halide quenching; stimulated with forskolin plus potentiator P3; % fluorescence drop versus neutral controls. hit rate 0.36% among 350,000. activity (quench increase), % at 7.58 µM;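 active = mean added fluorescence quench of at least 8% versus neutral control, with both replicates also reaching 8%; inconclusive = only one of the mean or replicate conditions met; inactive = mean below 8% and not both replicates reaching 8%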;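 also: cells transiently co-express mutant CFTR-F508del with the halide-sensitive YFP; corrector assay measuring rescue of mutant channel to the surface after 24 h compound exposure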
# DENV2 CPE – inhibitors of DENV2 cytopathic effect, primary screen, cell-based, plate reader, single concentration | DENV2-infected cells, cytopathic effect rescue | CPE inhibition, % at 9.99 µM | hit rate 1.7% among 350,000 | AID 651640, 2012; in the data active = CPE inhibition above about 20%, passing the limit was not always enough; inconclusive = no clear call, values can overlap the other calls; tested in BHK-21 cells;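 also: 0% = median of neutral control wells and 100% = median of positive control wells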
# Xi reactivation – activators of inactive X chromosome reactivation, primary screen, imaging, XiGFP fibroblasts, GFP high-content imaging, set 2 | XiGFP mouse fibroblasts, % GFP-positive cells imaging, 3 d; cells co-treated with 5-aza-dC sensitizer; scaled so ellipticine positive control = 100% | activation, % at 7.58 µM | hit rate 0.055% among 360,000 | AID 743238, 2013;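 active = mean normalized replicate activation at least 10% and every replicate at or above 10%; inconclusive = only one of the two criteria met; inactive = mean below 10% and not all replicates reach 10%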;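 also: 0% = median of on-plate neutral control wells and 100% = ellipticine 6 µM median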
#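 System: 68-5-11 XiGFP fibroblast line; Timing: 3 days compound exposure; Compound dosing: one concentration, pinned; Benchmarks: positive control ellipticine, 6 µM final; Buffer or medium: DMEM containing 5-aza-dC.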
# RAD52 anneal inh – RAD52 DNA annealing inhibitors, primary screen, biochemical, FRET, single point, set 2. DNA repair protein RAD52 homolog (Homo sapiens), P43351. AID 651710, 2012. recombinant RAD52 DNA annealing, FRET fluorescence. inhibition, % at 18.7 µM. hit rate 0.46% among 360,000;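 active = every replicate showing at least 50% inhibition; inconclusive = mean inhibition at least 50% but not in every replicate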
# Target sequence (P43351 whole entry, looked up): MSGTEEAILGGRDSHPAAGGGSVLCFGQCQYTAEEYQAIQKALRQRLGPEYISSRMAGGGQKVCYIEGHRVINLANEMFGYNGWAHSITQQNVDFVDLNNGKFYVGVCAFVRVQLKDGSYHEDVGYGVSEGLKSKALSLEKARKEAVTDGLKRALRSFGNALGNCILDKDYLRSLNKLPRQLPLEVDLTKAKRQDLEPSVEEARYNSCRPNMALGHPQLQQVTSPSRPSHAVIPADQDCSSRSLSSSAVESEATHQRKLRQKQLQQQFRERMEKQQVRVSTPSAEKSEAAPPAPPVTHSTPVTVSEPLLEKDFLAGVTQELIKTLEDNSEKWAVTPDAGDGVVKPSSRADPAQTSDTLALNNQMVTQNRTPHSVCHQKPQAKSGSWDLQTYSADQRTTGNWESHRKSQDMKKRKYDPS
# RAD54 inh – inhibitors of human RAD54 branch migration, primary screen, biochemical, fluorescence, single point; RAD54 Holliday junction branch migration, FAM/BHQ fluorescence; inhibition, % at 10.4 µM; hit rate 0.14% among 360,000;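 active = mean normalized replicate activity at least 40 and at least half of replicates scoring 40 or more; inconclusive = only one of the two criteria met; inactive = mean below 40 and under half of replicates reaching 40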;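 also: 0% = median of neutral control wells and 100% = median of positive control wells; inhibitors cause a drop in the FAM fluorescence signal; in these data hits start at about 50%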
# CASP6 VEID inh – human caspase-6 inhibitors, primary screen, biochemical, VEID-R110 fluorescence, single point, set 2; purified caspase-6, Z-VEID-R110 cleavage fluorescence; inhibition, % at 12.5 µM; hit rate 0.53% among 350,000;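 active = mean inhibition across replicates at least about 35%, with every replicate also reaching that limit, limit read from the data; inconclusive = only one of the two criteria met; inactive = neither criterion met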;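 also: 0% = median of neutral control wells and 100% = no fluorescence left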
# E-sel inducer – E-selectin induction in HUVECs, primary screen, imaging, HUVEC, immunofluorescence imaging, single point. normalized: neutral wells 0, TNF-alpha wells 100. activation, % at 7.58 µM. AID 686992, 2013. P16581. hit rate 0.37% among 260,000;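 active = mean E-selectin-positive cell signal at least 10% of the positive control, reached in at least 60% of replicates, without over 20% cell loss; inconclusive = no rule given, readout overlaps actives, possibly toxicity-flagged; inactive = the rest, including those meeting only one limit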;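 also: in these data hits start at about 27%; measured in HUVEC primary endothelial cells; signal is the percent of cells scored E-selectin positive by PE staining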
# Target sequence (P16581 whole entry, looked up): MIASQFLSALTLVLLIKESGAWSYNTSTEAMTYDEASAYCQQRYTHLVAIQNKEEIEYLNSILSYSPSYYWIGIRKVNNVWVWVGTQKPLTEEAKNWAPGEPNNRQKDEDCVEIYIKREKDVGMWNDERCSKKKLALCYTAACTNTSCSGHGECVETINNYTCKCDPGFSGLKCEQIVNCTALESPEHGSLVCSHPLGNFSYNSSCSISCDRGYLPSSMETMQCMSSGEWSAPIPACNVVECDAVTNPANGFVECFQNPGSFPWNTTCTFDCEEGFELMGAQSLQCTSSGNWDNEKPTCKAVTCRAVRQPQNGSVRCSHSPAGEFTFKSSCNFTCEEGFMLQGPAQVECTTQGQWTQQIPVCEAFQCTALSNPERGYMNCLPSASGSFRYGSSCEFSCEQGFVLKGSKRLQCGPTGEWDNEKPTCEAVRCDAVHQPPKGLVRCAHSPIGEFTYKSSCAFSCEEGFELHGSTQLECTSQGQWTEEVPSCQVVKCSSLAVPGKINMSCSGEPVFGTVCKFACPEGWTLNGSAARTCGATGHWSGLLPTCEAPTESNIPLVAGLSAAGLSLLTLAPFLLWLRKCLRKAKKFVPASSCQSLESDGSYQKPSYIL
#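 material = human umbilical vein endothelial cells (HUVEC), E-selectin induction | quantity = 3,000 cells/well | medium = EGM-2 growth medium on 0.1% gelatin-coated wells | technique = immunofluorescence imaging | read-out basis = % PE-positive cells | control set = TNF-alpha positive control, DMSO neutral control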
# Active calls of the source: *; u = inconclusive; x = not tested or not shown; & = joins results of further samples.
# Results follow in this order: INS-1E GSIS act	CFTR F508del cor	DENV2 CPE	Xi reactivation	RAD52 anneal inh	RAD54 inh	CASP6 VEID inh	E-sel inducer
- Cc1cccc(-c2noc(CCCC(=O)NC3CCCCC3)n2)c1
    9	2.0	-6	0.0	-14	4	0	x
- COc1ccc(NC(=O)CSc2nnc(-c3cccs3)n2N)cc1S(N)(=O)=O
    1	0.3	u	0.0	-9	-7	-1	-0.2
- CC(C)C1Cc2[nH]c(=S)[nH]c(=O)c2C(c2ccc(Cl)cc2)O1 (stereo not drawn)
    11	-2.7	-6	0.0	-14	-4	3	-0.1
- COc1cccc(/C=C2\SC(=S)N(C(Cc3ccccc3)C(=O)O)C2=O)c1 (stereo not drawn)
    -7	0.4	-9	0.1	-28	x	13	x
- N/C(CS(=O)(=O)c1ccc(F)cc1)=N\O
    7	-1.0	8	0.0	-14	-5	-1	12
- Cc1cc(C)c(S(=O)(=O)N2CCN(C(=O)c3ccc(-n4nc(C)c(Cl)c4C)cc3)CC2)c(C)c1
    -41	-0.9	5	0.0	-8	1	-2	x
- C[C@@H]1CN([C@H](C)CO)C(=O)c2cc(NC(=O)Cn3cnnn3)ccc2O[C@@H]1CN(C)Cc1ccc(Cl)c(Cl)c1
    6	0.7	-7	-0.1	-1	-15	1	x
- CCCCOC(=O)CCc1c(C)[nH]c(=S)[nH]c1=O
    2	x	x	x	2	4	1	x
- COCCNc1nc2nonc2nc1N1CCC(N(C)C)C1 (stereo not drawn)
    2	-4.8	5	0.1	-19	7	-2	-0.2
- COc1ccc(-n2nc([N+](=O)[O-])c(=NCCCN3CCCC3=O)n2O)cc1
    -5	0.9	-4	0.0	-9	4	1	-0.2
- CCCNC(=O)N(C)C[C@H]1Oc2ncc(-c3cccc(C#N)c3)cc2C(=O)N([C@H](C)CO)C[C@@H]1C
    4	1.6	-1	0.1	3	-1	x	-0.2
- Cc1cc(F)ccc1-c1cc(C(=O)Nc2ccccc2)[nH]n1
    6	0.4	1	0.0	-16	3	-2	0.1
- Cc1ccc(C(=O)N/C(=C\c2cn(C)c3ccccc23)C(=O)OCCN(C)C)cc1
    x	0.2	1	0.0	-27	x	-1	x
- CCN(CC(=O)Nc1ccc(NC(C)=O)cc1)C(=O)c1ccc(=O)[nH]c1
    4	3.0	-4	0.3	-17	12	0	-1.5
- CCOc1ccc(C(=O)Nc2cccc(SC)c2)cc1
    -6	0.3	-5	0.2	-7	-18	-2	1.4

# Part of the list above with just RAD54 inh and DENV2 CPE:
Molecule	RAD54 inh	DENV2 CPE
COc1ccc(NC(=O)CSc2nnc(-c3cccs3)n2N)cc1S(N)(=O)=O	-7	u
CC(C)C1Cc2[nH]c(=S)[nH]c(=O)c2C(c2ccc(Cl)cc2)O1 (stereo not drawn)	-4	-6
COc1cccc(/C=C2\SC(=S)N(C(Cc3ccccc3)C(=O)O)C2=O)c1 (stereo not drawn)	x	-9

# Going on with the list:
# Results follow in this order: INS-1E GSIS act	CFTR F508del cor	DENV2 CPE	Xi reactivation	RAD52 anneal inh	RAD54 inh	CASP6 VEID inh	E-sel inducer
- CCC(=O)N(C)C[C@@H]1Oc2ncc(C#Cc3cccnc3)cc2C(=O)N([C@@H](C)CO)C[C@@H]1C
    4	-1.6	1	-0.2	-6	6	2	-0.2
- C[C@@H]1CN([C@@H](C)CO)C(=O)c2cc(NC(=O)C3CCCCC3)ccc2O[C@H]1CN(C)C(=O)Nc1ccc2c(c1)OCO2
    25	0.9	0	0.1	21	-2	2	5.2
- C[C@H](CO)N1C[C@H](C)[C@H](CN(C)Cc2ccncc2)Oc2ncc(C#Cc3cccc(F)c3)cc2C1=O
    -9	0.8	14	-0.4	-2	0	0	0.1
- COCCn1cnnc1SCC(=O)Nc1ccc(N2CCCCC2)cc1
    x	-0.6	-7	-1.0	-6	7	-3	-0.3
- CC1=C(C(=O)N2CCOCC2)CC(CC(=O)NCC2CCCCC2)C(=O)N1CCCN1CCCC1=O (stereo not drawn)
    3	-1.2	-4	0.2	-10	0	-1	0.6
- COc1ccc(CNC(=O)c2ccc[nH]2)cc1
    -4	-0.2	4	0.4	-14	4	-1	1.2
- C[C@@H]1CCCCO[C@H](CN(C)S(C)(=O)=O)[C@@H](C)CN([C@@H](C)CO)C(=O)c2cc(NS(=O)(=O)c3ccc(F)cc3)ccc2O1
    2	-1.4	10	0.2	0	0	-1	-0.1
- O=C(C1CCCCC1)N1C[C@H](O)[C@@H](n2cc(C3CC3)nn2)C[C@@H]1c1ccccc1
    1	-3.1	86*	0.2	-12	3	1	1.1
- Cc1ccnc(N2CCC(C(=O)NNC(=O)c3ccccc3C)CC2)n1
    3	-0.3	x	x	-1	5	12	x
- COc1ccc(N2CC(C(=O)N3CCOCC3)CC2=O)cc1 (stereo not drawn)
    33	1.5	-3	0.2	-7	-16	-5	0.0
- C[C@H]1CN([C@@H](C)CO)C(=O)c2cccc(NC(=O)CCCCCC(=O)Nc3ccccc3N)c2O[C@@H]1CN(C)S(=O)(=O)c1ccccc1
    2	-2.2	-3	-0.3	-17	x	3	-0.3
- COc1cccc(CSc2nc3ccccc3[nH]2)c1
    -8	-3.0	10	0.4	-15	x	-4	x
- C[C@@H]1CCCCO[C@H](CN(C)C(=O)NC2CCCCC2)[C@@H](C)CN([C@@H](C)CO)C(=O)c2cc(NC(=O)Nc3ccc(C(F)(F)F)cc3)ccc2O1
    -1	4.1	-4	0.1	-21	5	-1	0.0
- Cc1ccccc1S(=O)(=O)N[C@H]1CC[C@@H](CCNS(=O)(=O)c2cccc(F)c2)O[C@H]1CO
    4	0.1	3	0.3	-11	3	1	-0.1
- CCc1ccc(OCCOCC(O)CN2CCN(Cc3ccc(Cl)cc3)CC2)cc1 (stereo not drawn)
    -36	x	5	1.5	18	-9	0	-0.9

# Remaining list, next part
# Results follow in this order: INS-1E GSIS act	CFTR F508del cor	DENV2 CPE	Xi reactivation	RAD52 anneal inh	RAD54 inh	CASP6 VEID inh	E-sel inducer
- C(=N\NC1=Nc2cccc3cccc1c23)/c1cccnc1
    0	2.0	-1	0.0	-52	x	2	6.9
- CCCCN(CCCNC(=O)C1CCCN(S(=O)(=O)CCC)C1)Cc1ccccc1 (stereo not drawn)
    4	0.6	7	-0.1	-13	5	-5	2.0
- COc1ccc(CC(=O)NCc2ccc(-n3cccc3)cc2)cc1OC
    5	11*	4	-0.1	-7	-1	0	1.4
- O=C(N[C@H]1CC[C@@H](CCNC(=O)C2CC2)O[C@@H]1CO)c1ccncc1
    22	-2.1	-1	0.3	-11	-4	0	0.5
- COc1ccc(-n2ccnc2SCC(=O)c2c(N)n(C3CC3)c(=O)[nH]c2=O)cc1
    -2	-3.7	14	0.0	-14	-3	-1	0.1
- CC(C)CN(C[C@H]1[C@H](c2ccccc2)[C@@H](CO)N1C(=O)C1CCC1)C(=O)C1CC1
    -5	2.2	-11	0.0	-22	3	-1	0.2
- CCCC(=O)n1nc(-c2cccnc2)nc1NCc1ccccc1
    29	1.1	3	0.2	-2	0	-1	0.0
- CO[C@H]1CC[C@@H]2CCOc3c(C#N)cccc3C(=O)N(C)CCCC(=O)N(C)C[C@@H]1O2
    10	-1.1	-6	0.0	-3	-7	2	0.3
- COc1ccc2c3c([nH]c2c1)[C@H](CO)N(C(=O)c1cccnc1)CC31CN(C(=O)c2cccnc2)C1
    32	-0.5	7	0.2	-3	x	3	-0.4
- COc1ccc(C(C)NC(=O)Cc2cccs2)cc1 (stereo not drawn)
    -1	-0.2	-5	0.1	-14	5	-1	x
- CO[C@H]1CN(C)C(=O)c2cc(NC(=O)C3CCCCC3)ccc2OC[C@H](C)NC[C@@H]1C
    -4	-0.2	-4	0.7	5	2	1	-0.2
- Cc1cc(C(=O)COC(=O)Cc2n[nH]c(=O)c3ccccc23)c(C)n1-c1ccc2c(c1)OCCO2
    x	x	-4	0.0	-18	x	1	x
- COc1ccc(/C=C2\SC(=S)N(C(C(=O)O)c3ccccc3)C2=O)c(OC)c1 (stereo not drawn)
    0	-0.5	11	-0.1	-68	7	15	x
- CN1CCc2c(sc(NC(=O)Cc3ccccc3)c2C#N)C1
    x	-1.7	-5	0.0	-10	3	0	x
- COc1ccc(S(=O)(=O)Nc2ccc3c(c2)C(=O)N([C@H](C)CO)C[C@H](C)[C@@H](CN(C)S(=O)(=O)c2cn(C)cn2)OCCCC[C@H](C)O3)cc1
    -2&-3	-0.1&-0.7	7&-3	0.1&0.1	-19&-34	-15&6	2&-2	0.4

# Following part:
# Results follow in this order: INS-1E GSIS act	CFTR F508del cor	DENV2 CPE	Xi reactivation	RAD52 anneal inh	RAD54 inh	CASP6 VEID inh	E-sel inducer
- CN1CCN(C(=O)C[C@H]2C[C@@H]3c4cc(NC(=O)CC5CC5)ccc4O[C@@H]3[C@@H](CO)O2)CC1
    12	0.9	5	0.0	5	0	-3	0.8
- COc1cccc(-c2cnc3c(c2)C(=O)N([C@@H](C)CO)C[C@@H](C)[C@H](CN(C)Cc2ccc(F)cc2)O3)c1
    -13	0.8	-5	-1.0	4	4	-1	0.8
- Cc1ccc(C)c(NC(=O)CSc2nnc(NC(=O)C3CC3)s2)c1
    21	1.6	u	0.0	-6	-9	1	-4.4
- COCC#Cc1ccc2c(c1)O[C@H](CN(C)S(=O)(=O)c1ccc(OC)cc1)[C@@H](C)CN([C@@H](C)CO)S2(=O)=O
    -31	-3.1	x	-0.8	x	x	x	0.4
- Cc1cccc(C(=O)Nc2ccccc2C(=O)NCc2ccco2)c1
    -8	-1.4	4	0.2	-8	-1	1	-0.4
- CCOC(=O)[C@H]1[C@H]2COc3ccccc3[C@@H]2N2C(=O)[C@@H](C)NC(=O)[C@@]12C
    5	-1.9	x	0.0	x	-13	x	0.0
- CC1=N/C(=C\c2ccc3c(c2)OCO3)C(=O)N1c1ccc(C(=O)O)cc1
    22	x	x	0.1	x	1	x	0.2
- CCOC(=O)N1CCN(c2c(NCCc3ccc(OC)c(OC)c3)c(=O)c2=O)CC1
    x	2.6	19	0.1	0	-4	2	-0.5
- CO[C@H]1CN(C)C(=O)c2ccc(NC(=O)NC(C)C)cc2OC[C@H](C)N(Cc2ccccc2)C[C@H]1C
    -32	2.3	0	0.3	19	5	x	0.0
- S=c1nc(Cc2ccccc2)[nH]c2ccccc12
    9	-1.2	1	0.0	-15	-10	-1	x
- COc1ccc(N=CC=C2OC(C)(C)C(C)(C)O2)cc1OC
    x	-0.1	3	0.1	18	-8	7	0.1
- Cc1ccc(S(=O)(=O)N(C)C[C@@H]2Oc3ccc(NC(=O)CCCN(C)C)cc3C(=O)N([C@H](C)CO)C[C@@H]2C)cc1
    -5	1.3	3	-0.3	8	13	1	-9.9
- COc1ccc(S(=O)(=O)N[C@H]2C=C[C@@H](CC(=O)NCc3ccccc3F)O[C@@H]2CO)cc1
    7	1.1	-3	-0.1	5	-2	0	-0.2

# The order is random. Share with any hit: about 3.7%.
